CHT allo act: allosteric activators of human choline transporter CHT | CHT-expressing cells, membrane potential dye, choline EC20; stronger effect = higher value; LV-AA mutant CHT in HEK293 cells | 310,000 compounds, 0.49% hits | AID 488977 | B-score at 10 µM | Q9GZV3;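 active = initial fluorescence not abnormally high and integrated response B-score, plate-corrected, over 3 SD above library mean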
Target sequence (Q9GZV3 whole entry, looked up): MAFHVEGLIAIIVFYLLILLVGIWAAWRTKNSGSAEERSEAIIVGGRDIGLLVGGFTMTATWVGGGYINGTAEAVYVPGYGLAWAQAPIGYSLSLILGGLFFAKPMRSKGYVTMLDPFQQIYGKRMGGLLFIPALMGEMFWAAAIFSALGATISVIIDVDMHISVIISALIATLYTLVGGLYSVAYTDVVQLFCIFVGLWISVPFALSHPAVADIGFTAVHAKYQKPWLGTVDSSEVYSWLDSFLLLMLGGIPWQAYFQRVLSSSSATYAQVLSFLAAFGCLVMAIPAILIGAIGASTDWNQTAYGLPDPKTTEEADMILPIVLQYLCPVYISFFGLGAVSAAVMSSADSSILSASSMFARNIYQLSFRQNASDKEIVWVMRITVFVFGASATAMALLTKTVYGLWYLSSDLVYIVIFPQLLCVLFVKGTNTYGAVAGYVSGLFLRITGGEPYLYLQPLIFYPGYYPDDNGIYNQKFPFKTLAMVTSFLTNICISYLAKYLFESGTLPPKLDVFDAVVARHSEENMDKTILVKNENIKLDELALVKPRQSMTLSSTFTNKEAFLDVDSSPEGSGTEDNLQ
OX1R antagonist: blocks the human orexin 1 receptor; O43613; CHO/OX1R cells, Fluo-8 calcium fluorescence, orexin A; inhibition, % at 5 µM; 330,000 compounds, 0.43% hits; AID 434989;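 active = inhibition above its plate's threshold, mean inhibition of all tested compounds on the plate plus 3 SD, cut at about 37% in these data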;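 note: 0% = orexin A challenge wells and 100% = SB-334867-A antagonist wells; not every result past the cut was called active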
Target sequence (O43613 whole entry, looked up): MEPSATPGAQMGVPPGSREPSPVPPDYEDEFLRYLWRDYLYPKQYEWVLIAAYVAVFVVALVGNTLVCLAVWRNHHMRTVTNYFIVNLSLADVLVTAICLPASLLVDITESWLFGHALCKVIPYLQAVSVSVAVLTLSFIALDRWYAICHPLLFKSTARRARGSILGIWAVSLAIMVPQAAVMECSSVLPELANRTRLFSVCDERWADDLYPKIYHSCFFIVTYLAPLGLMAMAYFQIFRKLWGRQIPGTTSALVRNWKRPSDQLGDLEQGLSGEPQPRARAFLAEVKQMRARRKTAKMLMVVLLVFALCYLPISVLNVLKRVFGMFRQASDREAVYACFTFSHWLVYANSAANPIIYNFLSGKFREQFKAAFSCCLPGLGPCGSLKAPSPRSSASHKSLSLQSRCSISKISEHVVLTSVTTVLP
* marks the source's active call; other numbers are inactive results; i = inactive; . = no result given.

SMILES	CHT allo act	OX1R antagonist
CCC(=O)NC(=S)Nc1ccccc1F	i	2.8
CCCn1c(-c2ccc(OC)cc2)nc2ccccc21	i	-18.0
O=C(C1CCCN(S(=O)(=O)c2cccs2)C1)N1CCC(N2CCCCC2)CC1 (stereo not drawn)	i	-16.1
C#CC(C)(C)NC(=O)c1sccc1Oc1ccc(F)cc1[N+](=O)[O-]	i	-12.1
COc1ccc(C2CC(c3ccccc3)=NN2C(=O)CCCC(=O)O)cc1 (stereo not drawn)	i	4.2
O=C(Nn1cnnc1)c1ccccc1Cl	i	-5.8
COCCOc1ccc(C(F)(F)F)cc1NC(=O)COC(=O)c1c(C)noc1C	i	-19.1
CCc1ccc(N2CCN(CCNC(=O)Nc3ccccc3)CC2)cc1	i	-20.4
CC(=O)NCC(=O)OCN1C(=O)c2ccccc2C1=O	i	-5.8
COCCN1Cc2cccc(C(=O)Nc3ccccc3OC)c2C1=O	i	-15.1
Cn1ncc(Br)c1NC(=O)c1ccco1	i	-25.7
Cn1c(NNC(=O)C(c2ccccc2)c2ccccc2)cc(=O)n(C)c1=O	i	-12.7
CCOC(=O)C1C(=O)C=C(c2ccc(C)cc2)CC1c1ccco1 (stereo not drawn)	i	-42.3
COc1cccc(N2CC(C(=O)NC3CCCCC3)CC2=O)c1 (stereo not drawn)	i	-16.9
Cc1ccc(NC(=O)CN2CCc3ccccc3C2)cc1S(=O)(=O)N1CCOCC1	i	-24.8
Cc1ccc(C(=O)CSc2n[nH]c(-c3ccco3)n2)cc1C	i	-37.0
Cc1ccc(NC(=O)O/N=C/c2ccc(N(C)C)cc2)cc1	i	-12.9
CCc1ccc(CNC(=O)c2ccc3nc(C4CCCCC4)oc3c2)nc1	i	-10.6
CC(O)CCC(=O)NNC1CC(=O)N(c2ccccc2)C1=O (stereo not drawn)	i	0.4
COc1ccc(C(=O)c2coc3ccc(O)c(CN4CCCCC4)c23)cc1	i	-39.7
COC(=O)c1ccccc1NC(=O)c1cccc(COc2ccccc2Cl)c1	i	-20.6
Cc1ccc(-c2csc(N3CCC(C(N)=O)CC3)n2)cc1	.	-9.8
CCN(CCNC(=O)C1CCN(S(=O)(=O)c2cccc3nsnc23)CC1)c1ccccc1	i	-18.6
CCNC(=O)N1CCN(C(=O)NCC)CC1	i	-4.6
CCOc1ccc(S(=O)(=O)N2CCCC(C(=O)Nc3ccccc3)C2)cc1 (stereo not drawn)	i	0.6

The list continues.
SMILES	CHT allo act	OX1R antagonist
CCc1ccccc1NC(=O)C1CCN(S(=O)(=O)c2ccc3c(c2)N(C(C)=O)CCO3)CC1	i	-29.7
C1CCC(CNc2c3c(nc4nnnn24)CCCC3)CC1	i	-12.2
COC(=O)[C@H](Cc1ccccc1)NC(=O)N1Cc2ccccc2C[C@H]1C(=O)OC	i	-25.6
Cc1cc(Cl)ccc1OCC(=O)OCC(=O)Nc1cccnc1Cl	.	-14.7
N#CN1CCC(NS(=O)(=O)c2ccc(C(F)(F)F)cc2)CC1	.	-2.6
COc1ccc(NC(=O)C2CCOC(C)(C)C2)cc1 (stereo not drawn)	i	-8.7
O=C(CSc1nc2ncccc2[nH]1)NC1CCCC1	i	-10.2
CCOC(=O)C(NC(=O)Cc1ccccc1)(Nc1cc(C)on1)C(F)(F)F (stereo not drawn)	i	-23.0
COc1ccc(/C(C)=N/NC(=O)c2nnn(-c3nonc3N)c2-c2cccs2)cc1	i	-10.3
COc1cc(NC(=O)COC(=O)CCc2cc(OC)c(OC)c(OC)c2)cc(OC)c1	i	-22.7
CC(C)(C#N)c1cc(Cn2cncn2)cc(C(C)(C)C#N)c1	i	-9.0
O=C1C(Cc2c[nH]c3ccccc23)NC(=S)N1Cc1ccccc1 (stereo not drawn)	i	-10.6
CCOc1ccc(C(=O)NCC(=O)NCC2CCCCC2)cc1OCC	i	-21.7
COc1ccc(OC)c2nc(-c3ccc4c(c3)OCO4)ccc12	i	-31.7
COC(=O)c1ccc(C(NC(=O)OCc2ccccc2)/C(C)=C/[C@@H](C)C(=O)NCc2ccc(OC)c(OC)c2)cc1 (stereo partly drawn)	i	-22.2
[O-]/C(=C(\C(=S)Nc1ccccc1F)[n+]1ccccc1)c1ccc(-c2ccccc2)cc1	i	-10.9
CCOC(=O)C1(Cc2ccc(Cl)cc2)CCN(C(=O)C2CCCO2)CC1 (stereo not drawn)	i	-30.0
Cn1c(=O)c(=O)n(C)c2cc(S(=O)(=O)N3CCN(c4ccccc4F)CC3)ccc21	i	-12.4
CCN(CC)CCCN(Cc1cc2cc3c(cc2[nH]c1=O)OCO3)C(=S)NCCOC	i	-16.5
Nc1nc2ccccc2nc1N	i	-5.8
O=C(COc1ccccc1Br)Nc1ccc2c(c1)OCCCO2	i	-9.9
CC1(C)CC2CC(C)(CN2Cc2cccc([N+](=O)[O-])c2)C1 (stereo not drawn)	i	.
COc1cc(OC)cc(C(=O)OCC(=O)c2ccc(S(=O)(=O)N3CCCCC3)cc2)c1	.	3.3
CC1CN(C(=O)c2cc3cc([N+](=O)[O-])ccc3oc2=O)CC(C)O1 (stereo not drawn)	i	-16.3
Clc1ccc(-c2c[n+](Cc3cccc(Cl)c3)c3n2CCC3)cc1	8.14*	-11.1

Two compounds drawn at random from those above:
SMILES	CHT allo act	OX1R antagonist
O=C(CSc1nc2ncccc2[nH]1)NC1CCCC1	i	-10.2
COc1ccc(NC(=O)C2CCOC(C)(C)C2)cc1 (stereo not drawn)	i	-8.7

Next section.
SMILES	CHT allo act	OX1R antagonist
CCOC(=O)c1cc2c(ccn2C)n1CC(=O)N(Cc1ccccc1)c1ccccc1	i	-23.1
O=Cc1c(-c2ccccc2)cc2oc3ccccc3cc1-2	i	-26.3
COc1ccc(-n2c(=O)cc(N3CCN(c4ccccc4OC)CC3)[nH]c2=O)cc1	i	5.8
Cc1ccc(C(=O)OCC(=O)NNC(=O)c2cccs2)c(O)c1	i	3.7
CCCN(C(=O)c1cc(Cl)nc2ccccc12)C1CCS(=O)(=O)C1 (stereo not drawn)	i	-18.2
CN(CC(=O)Nc1ccc(Cl)cc1)C(=O)CNC(=O)c1ccc2ccccc2c1	i	-26.9
Cc1ccc(S(=O)(=O)N2CCN(c3ccc([N+](=O)[O-])c(Sc4nncn4C)c3)CC2)cc1	i	-39.9
Cc1nn(-c2ccc(Cl)cc2)c(=O)c2c(C)noc12	i	-24.2
CCCc1nc2c(sc3nc4c(cc32)COC(C)(C)C4)c(=O)o1	i	-16.1
Cc1cc(-c2nnc(SCC(=O)Nc3cccc(Cl)c3)n2N)n[nH]1	i	-12.7
COc1cccc(COc2ccc3ccc(=O)oc3c2)c1	i	-18.8
Cc1ccc(Nc2nc(N)nc(CN3CCN(c4ccccc4F)CC3)n2)cc1	i	-23.6
CSc1ccccc1C(=O)NCc1ccc(F)cc1	i	-6.1
O=C(Nc1nnc(S(=O)(=O)N2CCCC2)s1)c1ccccc1F	i	-5.5
N#CCCN(C(=O)CSc1nnc(-c2ccncc2)n1C1CC1)c1ccccc1	.	-17.1
CC1=C(C(=O)Nc2ccccc2)C(c2ccco2)C(C#N)=C(SCC(N)=O)N1 (stereo not drawn)	i	-19.1
CCc1noc(C)c1C(=O)OC(C)C(=O)Nc1cc([N+](=O)[O-])ccc1OC (stereo not drawn)	i	-7.9
CC(C)C[C@H](NC(=O)c1nc[nH]c1C(=O)NCCCCCN)C(=O)OCc1ccccc1	.	-2.2
COC(=O)c1c(NC(=O)C(C)C)sc2c1C(C(=O)OC)CC2 (stereo not drawn)	i	-4.2
Cc1sc2ncnc(Sc3ccccc3C(=O)Nc3ccccc3Cl)c2c1C	i	-15.4
Cc1csc(NC(=O)CSc2nnc(CCNC(=O)c3ccc(Cl)c(Cl)c3)n2C)n1	i	-6.6
CN(Cc1ccccc1)C(=O)c1[nH]cnc1C(=O)NCC(=O)OC(C)(C)C	i	-6.8
O=c1oc2ccccc2c(CNc2ccccc2)c1[N+](=O)[O-]	i	2.9
COc1ccc(-c2sc3cc(OC)c(OC)cc3c2C#CCCO)cc1	.	-10.1
O=c1[nH]c2ccccc2nc1-c1ccccc1	i	-15.9

Next part:
SMILES	CHT allo act	OX1R antagonist
Clc1ccc(CSc2nnc(NC3=NCCCCC3)s2)cc1	i	-3.7
COc1cccc(C(=O)N2CCN(Cc3ccccn3)CC2)c1	i	-20.8
C[C@@H](O)c1nc2ccccc2n1N	i	-0.2
N#Cc1c(C(F)(F)F)cc(=O)[nH]c1SCC(=O)O	i	-9.2
O=C(N/N=C/c1ccc[nH]1)c1ccccc1O	i	-5.7
CCOc1ccc(NCc2cc3cc(OC)ccc3[nH]c2=O)cc1	i	-13.3
Cc1ccc(C(=O)N/C(=C/c2ccco2)C(=O)N2CCOCC2)cc1	i	0.5
CSC1=NCCN1C(=O)Cc1ccc(-c2ccccc2)cc1	i	-9.4
O=C(O)C1C2C=CC(C2)C1C(=O)NCCc1ccccc1 (stereo not drawn)	i	-2.8
Cc1ncoc1C(=O)NCc1ccccc1Cl	i	-9.4
Cc1ccc(C(=O)CSc2nnc(CNc3nc(-c4ccccc4)cs3)n2C)cc1	i	-11.9
CCC(=O)Nc1c(S(=O)(=O)c2ccccc2)c2nc3ccccc3nc2n1C(C)c1ccccc1 (stereo not drawn)	i	-4.0
CC(=O)N1c2c(cc(Br)cc2S(=O)(=O)N2CCCCC2)CC1C (stereo not drawn)	i	-17.7
COc1ccc(-c2cc(=Nc3ccc(C(=O)O)cc3)c3cc(C)ccc3o2)cc1	i	-9.0
O=C(c1ccccc1-c1nc2ccccc2[nH]1)N1CCCCC1	i	-7.5
O=C(NNc1ccccc1[N+](=O)[O-])Nc1ccccc1	i	-19.7
O=S(=O)(Nc1ccc2c(c1)OCO2)c1cccs1	i	-2.7
Cc1ccccc1CN1N=C(/C=C/c2ccccc2)CCC1=O	i	-40.7
Cc1cc(C(=O)Cn2nc(C(=O)O)c3ccccc3c2=O)c(C)n1-c1cccc(C(F)(F)F)c1	i	-10.5
CCOC(=O)CCCNS(=O)(=O)c1c(C)ccc2nsnc12	i	-15.2
CC(Oc1cccc(Cl)c1)C(=O)NCc1ccc(S(N)(=O)=O)cc1 (stereo not drawn)	i	-9.6
COc1ccccc1C(=O)Nc1ccc2c(c1)nc1n2CCSC1	i	7.8
COc1ccc2c(C)c(C(=O)N3CCN(Cc4ccccc4)CC3)oc2c1	i	.
COc1cccc(C2C(C(=O)c3cc4ccccc4o3)=C(O)C(=O)N2CCN(C)C)c1OC (stereo not drawn)	i	-2.0
COc1ccc(C(=O)NN(C)c2nc(-c3ccccc3)nnc2C(F)(F)F)cc1	i	-6.8

More records follow.
SMILES	CHT allo act	OX1R antagonist
Cc1ccc2cc(S(=O)(=O)NCCCC(=O)O)ccc2c1	i	-8.9
COc1ccc(OC)c(NS(=O)(=O)c2c(C)nc3sccn3c2=O)c1	i	-12.7
O=C(c1cc2cc(F)ccc2[nH]1)N1CCc2ccccc21	i	.
O=C(CSc1nnc(-c2ccccc2Cl)o1)N1CCCCC1	i	-29.8
Cc1ccc(C)c(S(=O)(=O)N2CCCCC2CCNC(=O)C(=O)NCc2ccccn2)c1 (stereo not drawn)	i	-11.3
CCNC(=O)C(=O)NCC1CCCN1S(=O)(=O)c1cccs1 (stereo not drawn)	i	-12.0
CCc1ccc(NC(=O)c2cc(-c3ccco3)on2)cc1	i	-14.8
COCCn1c(C)cc(C2=NNC(=Nc3ccc(F)cc3)SC2)c1C	i	-8.6
Cc1c(-n2c(=O)n(Cc3ccccc3)c(=O)c3[nH]cnc32)cccc1S(C)=O (stereo not drawn)	i	-8.8
Cc1ccc(CN2C(=O)C(C)Nc3ncnc(N4CCOCC4)c32)cc1 (stereo not drawn)	i	-19.5
O=C(C#Cc1ccccc1)Nc1cccc(F)c1	i	-16.4
COc1ccc(C(=O)NCC2OCCc3ccccc32)cc1OC (stereo not drawn)	i	-13.8
C/C(=N/NC(=O)c1ccc(C(C)(C)C)cc1)c1ccccn1	i	-19.2
CC(Sc1nnnn1C)C(=O)Nc1ccc(Oc2ccccc2)cc1 (stereo not drawn)	i	-15.6
CCc1ccc(NC(=O)COc2cccc(-n3cnnn3)c2)cc1	i	-12.7
COc1ccc(-n2cnnc2SCC(=O)Nc2cccnc2Cl)cc1	i	-21.1
Cc1ccc(OCC(=O)N(Cc2ccccc2)C2CCS(=O)(=O)C2)c([N+](=O)[O-])n1 (stereo not drawn)	i	8.5
CCC/C(=N/NC(=O)c1nnn(-c2nonc2N)c1CN1CCCCC1)c1ccccc1	i	-28.3
O=C(NCCc1ccccc1)C1CCCN(c2ncnc3c2nc2n3CCCCC2)C1 (stereo not drawn)	i	-25.0
Cc1cc(C)cc(NC(=O)C2C3C=CC(O3)C2C(=O)O)c1 (stereo not drawn)	i	-21.0
CCOC(=O)c1sc2nc(C)nc(NCc3cccnc3)c2c1C	i	-25.9
Cc1cc(C)c(C(=O)N2CCCC(N3CCN(c4ccc(F)cc4)CC3)C2)o1 (stereo not drawn)	i	-42.7
N#CCSc1nnc(-c2ccc(F)cc2)n1N	i	-4.8
CCc1ccc(NC(=O)Cc2ccc(OC)cc2)cc1	i	-11.4
Cc1cc(C(=O)NC(C)C)on1	i	-4.8

Of the compounds above, 3 contain bromine:
SMILES	CHT allo act	OX1R antagonist
Cn1ncc(Br)c1NC(=O)c1ccco1	i	-25.7
O=C(COc1ccccc1Br)Nc1ccc2c(c1)OCCCO2	i	-9.9
CC(=O)N1c2c(cc(Br)cc2S(=O)(=O)N2CCCCC2)CC1C (stereo not drawn)	i	-17.7

Entries listed so far that contain a tert-butyl group:
SMILES	CHT allo act	OX1R antagonist
CN(Cc1ccccc1)C(=O)c1[nH]cnc1C(=O)NCC(=O)OC(C)(C)C	i	-6.8
C/C(=N/NC(=O)c1ccc(C(C)(C)C)cc1)c1ccccn1	i	-19.2

4 compounds out of the list above, sorted by the number in OX1R antagonist, lowest first:
Structure | OX1R antagonist
O=C(CSc1nnc(-c2ccccc2Cl)o1)N1CCCCC1 | -29.8
CCOC(=O)c1sc2nc(C)nc(NCc3cccnc3)c2c1C | -25.9
CCc1ccc(NC(=O)c2cc(-c3ccco3)on2)cc1 | -14.8
COCCn1c(C)cc(C2=NNC(=Nc3ccc(F)cc3)SC2)c1C | -8.6

Bioassay records from PubChem.
